# Screening results (PubChem BioAssay)
# ABHD5 PLIN5 PPI: blocks binding of human ABHD5 to perilipin-5; inhibition, % at 4 µM; Split G. princeps luciferase complementation, luminescence, 4 h; actives 0.78% (n = 360,000); Q00G26+Q8WTS1;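 active = inhibition above the mean inhibition across every tested compound plus 3 SD, cut at about 22% in these data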;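 also: 0% = DMSO only wells and the 100% control is not disclosed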
# TLR9-MyD88 block: blocks human TLR9 binding to MyD88; actives 0.21% (n = 340,000); inhibition, % at 4.98 µM; CHO BLA complementation TLR9-MyD88, CCF4 FRET ratio; AID 504734; Q9NR96+Q99836;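 active = inhibition above the mean over all tested compounds plus 3 SD, cut at about 21% in these data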;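 also: 0% = DMSO only wells and 100% = clavulanate BLA inhibitor control wells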
# Target sequence (Q99836 whole entry, looked up): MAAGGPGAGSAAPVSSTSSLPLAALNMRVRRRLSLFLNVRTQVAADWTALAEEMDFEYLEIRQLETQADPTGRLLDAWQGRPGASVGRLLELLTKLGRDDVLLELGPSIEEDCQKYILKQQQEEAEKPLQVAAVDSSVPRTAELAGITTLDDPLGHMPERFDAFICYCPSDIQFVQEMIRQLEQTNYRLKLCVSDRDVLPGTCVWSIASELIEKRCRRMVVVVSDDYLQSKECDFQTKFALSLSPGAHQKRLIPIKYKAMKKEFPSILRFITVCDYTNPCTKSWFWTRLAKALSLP
# Target sequence (Q9NR96 whole entry, looked up): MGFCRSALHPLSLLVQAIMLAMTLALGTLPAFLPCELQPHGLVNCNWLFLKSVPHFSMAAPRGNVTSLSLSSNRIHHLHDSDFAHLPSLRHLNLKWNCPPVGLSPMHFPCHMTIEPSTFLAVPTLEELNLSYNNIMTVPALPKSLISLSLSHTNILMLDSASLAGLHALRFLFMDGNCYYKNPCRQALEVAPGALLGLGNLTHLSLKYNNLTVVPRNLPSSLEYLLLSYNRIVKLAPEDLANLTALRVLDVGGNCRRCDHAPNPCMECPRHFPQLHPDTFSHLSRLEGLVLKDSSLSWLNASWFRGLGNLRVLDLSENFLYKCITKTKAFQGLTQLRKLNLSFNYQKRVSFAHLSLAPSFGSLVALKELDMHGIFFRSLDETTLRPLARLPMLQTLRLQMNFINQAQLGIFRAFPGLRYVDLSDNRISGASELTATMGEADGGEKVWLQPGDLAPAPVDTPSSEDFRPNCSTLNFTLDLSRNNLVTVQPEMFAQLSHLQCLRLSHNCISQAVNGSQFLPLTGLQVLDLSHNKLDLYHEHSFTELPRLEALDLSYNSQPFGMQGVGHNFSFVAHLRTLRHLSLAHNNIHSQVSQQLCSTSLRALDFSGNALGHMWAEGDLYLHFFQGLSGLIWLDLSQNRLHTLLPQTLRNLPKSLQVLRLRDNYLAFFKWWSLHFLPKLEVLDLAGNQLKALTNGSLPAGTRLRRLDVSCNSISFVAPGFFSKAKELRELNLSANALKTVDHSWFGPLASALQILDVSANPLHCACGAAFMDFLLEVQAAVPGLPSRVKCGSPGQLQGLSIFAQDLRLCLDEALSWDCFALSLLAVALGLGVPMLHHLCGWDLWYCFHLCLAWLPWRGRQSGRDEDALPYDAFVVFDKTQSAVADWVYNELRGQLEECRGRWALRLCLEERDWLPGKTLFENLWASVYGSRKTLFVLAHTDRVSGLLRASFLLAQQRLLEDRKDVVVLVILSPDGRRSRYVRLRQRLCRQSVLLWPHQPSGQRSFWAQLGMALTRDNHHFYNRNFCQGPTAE
# MC4R ag barr: agonists of human melanocortin 4 receptor (MC4R) beta-arrestin | P32245 | U2OS MC4R beta-arrestin complementation, luminescence; percent of melanotan II response, DMSO zero | activation, % at 8.9 µM | actives 0.98% (n = 360,000) | AID 540308;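 active = activation above a per-plate cutoff, the mean activation of sample wells on that plate plus 3 SD, cut at about 8% in these data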
# NCOA2 inhibitor: human SRC2 (NCOA2) inhibition | Q15596 | HEK293 GAL4-SRC2 luciferase reporter, luminescence | inhibition, % at 9 µM | actives 0.17% (n = 370,000);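 active = inhibition above the mean inhibition of all tested compounds plus 3 SD, set per campaign, cut at about 52% in these data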;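 also: 0% = DMSO treated cells and 100% = cells given Gossypol at 36 µM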
# NR2F2 inh: NR2F2 (human) inhibition, primary screen; HEK293T NGFI-A luciferase reporter, luminescence; P24468; inhibition, % at 8.6 µM; AID 686940; actives 0.7% (n = 370,000);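 active = inhibition above a per-plate cutoff, mean inhibition of test wells between control levels plus 3 SD, cut at about 38% in these data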;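 also: cells cotransfected with COUP-TFII expression vector driving the NGFI-A reporter; 0% = median of COUP-TF2 test wells and 100% = reporter-only cells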
# LMP1 NFkB inh: inhibitors of Epstein-Barr LMP1-induced NF-kappaB reporter | LMP1-induced NF-kappaB luciferase reporter cells, luminescence | inhibition, % at 12.5 µM | actives 0.69% (n = 350,000) | AID 504558; in the data active = inhibition above about 41%;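 also: 0% = neutral control wells and 100% = reference inhibitor control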
# NOD2 RIPK2 PPI: NOD2-RIPK2 protein interaction inhibition; inhibition, % at 4.98 µM; CHO BLA complementation NOD2-RIPK2, CCF4 ratio; actives 0.38% (n = 360,000); O43353; AID 624267; in the data active = inhibition above about 21%;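 also: 0% = vehicle only and 100% = reference blocker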
# LRH-1 inv ag: suppresses constitutive activity of human LRH-1 | HEK293T StAR-luciferase reporter, LRH-1 transfected, 24 h | inhibition, % at 3.6 µM | actives 0.13% (n = 360,000) | AID 602396;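 active = inhibition above the mean inhibition of all tested compounds plus 3 SD, cut at about 73% in these data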;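 also: 0% = DMSO wells and 100% = reporter-only cells lacking LRH-1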
# SRC3 inh: inhibitors of human steroid receptor coactivator 3 (SRC3). Q9Y6Q9. HEK293 GAL4-SRC3 luciferase reporter, luminescence. inhibition, % at 3.6 µM. actives 0.17% (n = 360,000). AID 588352;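 active = inhibition above a per-campaign cutoff, the mean of all compounds plus 3 SD, cut at about 60% in these data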;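 also: 0% = DMSO-treated cells and 100% = gossypol-treated cells at 36 µM; higher means less SRC3-driven luciferase light from the GAL4 reporter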
# NCOA1 inh: human NCOA1 inhibition; Q15788; HEK293 GAL4-SRC1 luciferase reporter, luminescence; inhibition, % at 3.6 µM; actives 0.12% (n = 360,000); AID 588354;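 active = inhibition above the campaign mean plus 3 SD, with each screening campaign given its own cutoff, cut at about 60% in these data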;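 also: 0% = DMSO treated cells and 100% = gossypol at 36 µM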
# MC4R antagonist: blocks human MC4R cAMP signaling. MC4R-expressing cells, MTII-stimulated cAMP, LANCE TR-FRET. inhibition, % at 6.5 µM. actives 0.48% (n = 360,000). AID 540295;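 active = inhibition above its plate's cutoff, the mean of tested wells on that plate plus 3 SD, cut at about 29% in these data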;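 also: 0% = Melanotan II alone and 100% = Melanotan II plus saturating MCL0020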
#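 System: U2OS cells stably expressing human melanocortin 4 receptor (MC4R). Reagent: Melanotan II challenge after compound preincubation. Doses: 6.5 µM. Times: 30-min compound, 1-h challenge, 1-h detection, room temperature. Measured by: TR-FRET with Eu-cAMP and labeled anti-cAMP, 671 nm. Replicates: singlicate.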
# Numbers without * were called inactive; . = no result given.
1. COC(=O)c1c(C)[nH]c(/C=N/Nc2ccccc2)c1C
2. CCN(C(=O)Cc1ccc(Br)cc1)C1CCCCC1
3. O=C(Oc1cccc(OC(=O)c2ccco2)c1)c1ccco1
4. O=C1C(O)CCN1C1CCCCC1 (stereo unspecified)
5. CCCNC(=S)NC1CC2CCCC(C1)N2CC(C)C (stereo unspecified)
6. O=C(CSc1ccccc1)NNC(=O)c1ccccc1O
7. COc1cc(/C=N/Nc2nc(C)cc(=O)[nH]2)ccc1O
8. O=C(NC1CC1)c1ccc2snnc2c1
compound no.,1,2,3,4,5,6,7,8
ABHD5 PLIN5 PPI,-1,1,-1,0,-10,0,-7,-5
TLR9-MyD88 block,10,-8,2,-14,-15,-6,-11,-8
MC4R ag barr,-1.7,1.5,-1.9,-0.7,1.7,-2.2,0.4,-0.8
NCOA2 inhibitor,-71,-12,16,-3,2,-21,-23,0
NR2F2 inh,16,-7,1,19,11,4,8,-3
LMP1 NFkB inh,-12,-1,1,2,5,1,9,1
NOD2 RIPK2 PPI,-4,-6,4,-12,-1,3,-5,-6
LRH-1 inv ag,-2,-12,12,3,9,-32,-14,16
SRC3 inh,-23,-8,-50,3,12,12,4,4
NCOA1 inh,-69,-1,7,7,-16,-7,-27,-10
MC4R antagonist,2,23,-3,1,-1,0,-6,9

# Four entries already listed, ordered by heavy-atom count, smallest number first:
4. O=C1C(O)CCN1C1CCCCC1 (stereo unspecified)
7. COc1cc(/C=N/Nc2nc(C)cc(=O)[nH]2)ccc1O
6. O=C(CSc1ccccc1)NNC(=O)c1ccccc1O
3. O=C(Oc1cccc(OC(=O)c2ccco2)c1)c1ccco1
compound no.,4,7,6,3
ABHD5 PLIN5 PPI,0,-7,0,-1
TLR9-MyD88 block,-14,-11,-6,2
MC4R ag barr,-0.7,0.4,-2.2,-1.9
NCOA2 inhibitor,-3,-23,-21,16
NR2F2 inh,19,8,4,1
LMP1 NFkB inh,2,9,1,1
NOD2 RIPK2 PPI,-12,-5,3,4
LRH-1 inv ag,3,-14,-32,12
SRC3 inh,3,4,12,-50
NCOA1 inh,7,-27,-7,7
MC4R antagonist,1,-6,0,-3

# Next section
9. C#Cc1cccc(Nc2nc(NCc3ccccc3)nc3ccsc23)c1
10. Cn1c(=O)n(CC(=O)OCc2ccccc2)c(=O)c2c1nc1n2CCCN1C1CCCCC1
11. COc1cc2ccccc2cc1C(=O)N(CCN(C)C)c1nc2ccc(Br)cc2s1
12. CCN(CC)c1ccc(C=NCCc2ccc(S(N)(=O)=O)cc2)cc1
13. O=C(N/N=C/c1ccc(OC(F)F)cc1)C1=COCCO1
14. O=C(NC1CCCCCCC1)c1c(Cl)cccc1Cl
15. CC(Oc1ccccc1)C(=O)NC1=NCCS1 (stereo unspecified)
16. CCc1cccc2c(C(=S)N3CCCC3)c[nH]c12
compound no.,9,10,11,12,13,14,15,16
ABHD5 PLIN5 PPI,5,-3,18,13,-2,3,3,-5
TLR9-MyD88 block,.,-7,-7,5,-4,-14,3,2
MC4R ag barr,-1.5,0.9,0.8,0.5,-1.3,-2.5,1.3,-1.7
NCOA2 inhibitor,-48,12,-6,-10,-35,-37,-70,-17
NR2F2 inh,10,9,-1,7,-51,-1,-25,7
LMP1 NFkB inh,.,0,3,-4,2,3,-4,-11
NOD2 RIPK2 PPI,-7,8,4,2,-7,-1,-13,4
LRH-1 inv ag,8,4,-6,26,-117,-13,-89,8
SRC3 inh,-27,-9,11,6,-77,13,-43,10
NCOA1 inh,-16,0,-1,-1,-83,-2,-59,6
MC4R antagonist,11,-1,-3,-6,15,6,-2,5

17. Cc1ccsc1C(=O)NNC(=O)C1CCCCC1C(=O)O (stereo unspecified)
18. CCCCn1c(N)c(N(CCOC)C(=O)c2cc(-c3ccc(F)cc3)nc3ccccc23)c(=O)[nH]c1=O
19. CC1CCC/C(=C\Nc2ccc3c(c2)OCO3)C1=O (stereo unspecified)
20. Cc1nn(CC(=O)NC2CCCCC2)c(C)c1[N+](=O)[O-]
21. Cc1nc(C(C)NC(=O)c2ccc(OC3CCN(Cc4ccccn4)CC3)cc2)c(C)s1 (stereo unspecified)
22. CCC(C)N(C(=O)c1csnn1)C(C(=O)NC1CCCC1)c1ccccc1F (stereo unspecified)
23. COc1ccccc1-c1nc(N)n[nH]1
24. Cc1c(O)c2ccccc2n(-c2ccccc2)c1=O
compound no.,17,18,19,20,21,22,23,24
ABHD5 PLIN5 PPI,-2,0,-2,3,-1,-2,-2,0
TLR9-MyD88 block,-1,-10,-2,-3,-12,-1,6,-2
MC4R ag barr,-1.1,-3.8,-0.6,0.0,-0.5,0.3,-3.8,-0.2
NCOA2 inhibitor,-54,5,-11,13,-15,8,-28,0
NR2F2 inh,-48,-4,10,6,8,-9,8,-3
LMP1 NFkB inh,-1,-1,-12,1,4,-8,-4,5
NOD2 RIPK2 PPI,-5,-3,-1,-14,-9,-7,6,4
LRH-1 inv ag,-152,-20,-21,0,-23,-26,-5,-4
SRC3 inh,-75,9,-13,5,0,-10,-6,9
NCOA1 inh,-115,-9,-15,-9,-64,14,-4,4
MC4R antagonist,7,3,10,6,6,18,2,5

25. CCOC(=O)CC(=O)CSc1nc(C)nc2c1oc1ccccc12
26. CN(Cc1ccccc1)C(=O)c1cccc(NC(=O)C2CCCN(C(=O)OC(C)(C)C)C2)c1 (stereo unspecified)
27. Cc1onc(-c2ccccc2Cl)c1C(=O)N1CCN=C1SCc1cccnc1
28. Cc1cccc(OCC(=O)N/N=C/c2ccc3c(c2)OCO3)c1
29. CCOC(=O)Cc1csc2nc(-c3ccccc3)nn12
30. Oc1c(C=C2N=c3ccccc3=N2)sc(=S)n1-c1ccccc1
31. N#CC(C(=O)O)=C1CCCC1
32. Cn1c(COc2ccc(Br)cc2)nnc1SC1CCc2ccccc2C1=O (stereo unspecified)
compound no.,25,26,27,28,29,30,31,32
ABHD5 PLIN5 PPI,-5,-3,-10,1,-5,1,-1,-16
TLR9-MyD88 block,2,-7,-5,0,-1,-6,-8,-9
MC4R ag barr,-1.5,-1.4,-0.7,-0.7,1.0,1.0,0.5,0.6
NCOA2 inhibitor,5,11,5,-1,10,-30,-4,-16
NR2F2 inh,1,25,11,6,19,16,7,13
LMP1 NFkB inh,12,1,4,-4,-5,-3,-9,-5
NOD2 RIPK2 PPI,-6,-2,-4,-3,-10,2,0,5
LRH-1 inv ag,-17,4,-9,-7,-2,7,-16,22
SRC3 inh,5,0,-14,26,0,-5,17,-7
NCOA1 inh,-27,-3,-2,-3,11,-3,3,5
MC4R antagonist,-1,18,6,11,-8,9,10,1

# Other entries follow:
# Values run as follows: ABHD5 PLIN5 PPI	TLR9-MyD88 block	MC4R ag barr	NCOA2 inhibitor	NR2F2 inh	LMP1 NFkB inh	NOD2 RIPK2 PPI	LRH-1 inv ag	SRC3 inh	NCOA1 inh	MC4R antagonist
33) CSc1ccc(Cn2c(C)c(C(=O)NCc3cccc(C(F)(F)F)c3)sc2=O)cc1
→ -8	.	0.2	2	6	.	6	-1	10	8	4
34) COc1ccc(CNC(=O)[C@@H](NC(=O)C2CCN(C(=O)[C@@H](N)CC(C)C)CC2)C(C)C)cc1
→ 5	-6	-1.6	-21	-14	-3	9	-10	5	-11	0
35) CCOc1ccc(C2N(c3ccc(F)cc3)C(=O)C3CCCN32)cc1OC (stereo unspecified)
→ 0	-2	-0.8	-16	-6	4	0	-18	4	-2	7
36) COC(=O)C(C)NC(=O)c1cn(-c2ccccc2OC)c(=O)c2ccccc12 (stereo unspecified)
→ -4	4	-0.8	-17	25	7	1	-10	-13	-14	9
37) Cc1nc2ccccc2n1C1CC(=O)N(Cc2ccccc2)C1=O (stereo unspecified)
→ -6	-2	0.5	-15	10	2	2	11	12	-5	10
38) COc1ccc(N2C(=O)CC(N3CCN(c4ccc(Cl)cc4)CC3)C2=O)cc1 (stereo unspecified)
→ 7	6	2.1	7	3	1	4	-1	0	-3	1
39) Cc1ccc(SCCC(=O)Nc2ccccc2C(=O)N2CCOCC2)cc1
→ 6	5	-0.6	-29	6	-6	-5	15	17	-3	1
40) COc1ccc(CCn2c(=N)c(C(=O)NC3CCCCC3)cc3c(=O)n4ccccc4nc32)cc1
→ -4	-10	-4.1	16	-26	8	-1	17	15	10	4
41) Cc1cccc(C(=O)N2CCCC(c3nc(-c4ccc(F)cc4)no3)C2)c1 (stereo unspecified)
→ 4	-3	0.4	-21	0	-1	-1	-10	-6	-16	5
42) COC(=O)c1cc(S(=O)(=O)NCc2ccc(F)cc2)cn1C
→ 1	-5	0.2	-22	10	5	0	-1	-25	5	20
43) CCC(=O)Nc1ccc(S(=O)(=O)NCc2ccco2)cc1
→ 4	-1	0.1	-5	1	2	3	-3	24	11	0
44) CC(C)(C)OC(=O)NCCCC[C@@H](C(=O)N1CCN(C(=O)OC(C)(C)C)CC1)n1cc(C(CO)NC(=O)OC(C)(C)C)nn1 (stereo partly specified)
→ 5	6	-1.2	-19	8	-1	-12	17	7	-16	-4
45) CC(=O)Nc1ccc(OCc2ccc(S(=O)(=O)Cc3ccccc3)cc2)cc1
→ 0	0	-0.6	-4	-9	4	2	25	-16	7	7
46) CSc1ncccc1C(=O)Nc1cccc(S(=O)(=O)N2CCCCCC2)c1
→ -5	-1	-4.2	-11	11	7	-7	11	-8	-2	4
47) CCOC(=O)N1CCC(NC(=O)CCc2cn(C)c3ccccc23)CC1
→ 4	-1	-0.1	-8	7	4	-5	-5	-20	15	-1
48) COc1cccc(-c2nc(CS(=O)(=O)CC(=O)N3CCN(C)CC3)c(C)o2)c1
→ -11	-8	2.9	3	10	31	-3	-8	-5	-10	14
49) O=C(NCC1CCCO1)c1cccc(S(=O)(=O)Nc2cccc(C(F)(F)F)c2)c1 (stereo unspecified)
→ -4	-16	-0.3	1	8	4	1	9	1	9	9
50) Cc1ccsc1/C=N/N1CCN(C2c3ccccc3-c3ccccc32)CC1
→ -14	-7	3.1	-19	-1	5	-2	-5	7	8	-11
51) C/C=C/c1ccc(OCCCN2C(=O)NC(C)(C)C2=O)c(OC)c1
→ 5	-7	-2.1	-4	2	-11	-18	-16	-16	-11	5
52) CC1(c2nnc(-c3ccc(F)cc3)o2)CC(c2ccc(Cl)cc2)=NO1 (stereo unspecified)
→ 8	0	3.4	-35	-6	3	-8	-11	5	3	6
53) COc1ccc(-c2nnn(CC(=O)N(C3CCCCC3)C(C)C(=O)NC3CCCC3)n2)cc1OC (stereo unspecified)
→ -5	-9	-2.0	-17	-6	10	-4	3	-11	-5	4

# Screen by screen, from the results shown.
# LMP1 NFkB inh, nos. 18–24: -1, -12, 1, 4, -8, -4, 5
# LRH-1 inv ag, nos. 18–24: -20, -21, 0, -23, -26, -5, -4
# SRC3 inh, nos. 18–24: 9, -13, 5, 0, -10, -6, 9

# Only part of the results is shown. The share of hits here may be higher or lower than overall.
